# C8 TRAIL sens: sensitizes caspase-8 expressing cells to TRAIL; NB7+C8 cells + TRAIL, ATPlite viability luminescence; inhibition (viability loss, TRAIL sensitization), % at 10 µM; 1% of 360,000 active;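 active = compounds causing at least 50% loss of cell viability in the single-dose screen, relative to plate controls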
# TROY signal inh: inhibitors of TROY-dependent NF-kB signaling | 0.98% of 360,000 active | inhibition, % at 10 µM | Q293 LMP1-TROYcd NF-kB luciferase reporter, 4 h | AID 1347056;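 active = compounds whose plate-normalised and pattern-corrected inhibition of the luciferase reporter signal at the single screening dose is 50% or more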
# HIF-2a block: blocks HIF-2a reporter activity | AID 624352 | inhibition, % at 18.8 µM | 0.72% of 360,000 active | 786-0 RCC cells HIF-2a reporter, luciferase luminescence, overnight;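 active = inhibition of the luminescence signal of 40% or more relative to plate controls, in a single-dose primary screen at 18.75 µM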
# Peg3 prom inh: inhibitors of Peg3 promoter | 1.7% of 360,000 active | inhibition, % at 20 µM | HeLa PEG-Prom luciferase reporter, luminescence, overnight;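 active = inhibition of at least 50% at 20 µM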
# CF NFkB inh: blocks PAF-induced NF-kB reporter in cystic fibrosis cells; inhibition, % at 5 µM; 0.86% of 360,000 active; KKLEB NF-kB-GFP reporter, GFP fluorescence overnight; AID 588850;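 active = at least 50% inhibition at 5 µM, scaled per plate between neutral and stimulator controls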;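 also: PAF is a Pseudomonas aeruginosa culture filtrate used as stimulus; plate controls were PAF-stimulated DMSO wells for no effect and unstimulated DMSO wells for full effect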
# TWEAK Fn14 block: inhibitors of TWEAK-Fn14 interaction signaling | TWEAK-stimulated Fn14 reporter cells, luciferase luminescence, 8 h | inhibition, % at 10 µM | 2% of 360,000 active | AID 1159606; in the data active = inhibition above about 50%
# NR2E3 ag-1: agonists of human nuclear receptor NR2E3; inhibition of corepressor binding, % at 4.78 µM; 0.12% of 320,000 active; Q9Y5X4; AID 2300; GST-NR2E3/biotin-RetCOR TR-FRET, 1536-well;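 active = percent inhibition above the cutoff of mean plus 3 SD of all tested compounds, set per screening campaign, cut at about 20% in these data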;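 also: 0% = DMSO wells and 100% = biotin wells as full block of FRET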
# Target sequence (Q9Y5X4 whole entry, looked up): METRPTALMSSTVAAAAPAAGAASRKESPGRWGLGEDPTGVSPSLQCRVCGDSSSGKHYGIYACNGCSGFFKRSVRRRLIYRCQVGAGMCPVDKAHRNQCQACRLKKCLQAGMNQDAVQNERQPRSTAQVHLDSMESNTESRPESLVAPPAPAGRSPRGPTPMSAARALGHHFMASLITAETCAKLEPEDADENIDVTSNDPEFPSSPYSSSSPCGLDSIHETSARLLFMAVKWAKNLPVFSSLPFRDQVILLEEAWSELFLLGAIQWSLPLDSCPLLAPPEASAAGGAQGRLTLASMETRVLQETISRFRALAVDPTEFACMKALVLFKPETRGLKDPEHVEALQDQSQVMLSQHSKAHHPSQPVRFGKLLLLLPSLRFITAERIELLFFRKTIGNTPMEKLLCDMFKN
#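 Material: NR2E3–RetCOR corepressor complex / Amount: 1.35 nM GST-NR2E3 / Medium: Tris pH 7.5 / Compound: single nominal compound dose of 4.8 µM / Incubation: 5 h at 4 °C / Technique: TR-FRET, Eu(K)-anti-GST donor, streptavidin-D2 acceptor, ex 340, em 617/671 nm / Read-out basis: percent loss of FRET ratio relative to control wells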
# MITF TRPM1 inh: inhibitors of MITF-driven TRPM1 promoter in melanoma cells; inhibition, % at 12.5 µM; AID 488899; SK-MEL-5 TRPM1 promoter luciferase, 24 h; 0.83% of 330,000 active;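 active = mean inhibition across replicates of 60% or more, whatever share of single replicates reaches that level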; also: values of inactives mirror those of a sister screen read the other way
# KKLEB tox: reduces viability of KKLEB cystic fibrosis airway cells; KKLEB CF airway cells viability, ATPlite luminescence, overnight; stronger effect = lower value; cells stimulated with P. aeruginosa culture filtrate; activity change (cytotoxicity), % at 5 µM; 0.36% of 360,000 active;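 active = corrected activity change at or below -50% at 5 µM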
# Shn3 inh set2: Schnurri-3 reporter inhibition in Clone20 osteoblasts; inhibition, % at 12.5 µM; Clone20 osteoblast Shn3 3'UTR firefly luciferase, 24 h; 0.52% of 360,000 active;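 active = mean inhibition of at least 75% with every replicate also reaching 75%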;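 also: 0% = median of neutral control wells and 100% = pilot-screen positive control compound; some compounds past the cut are filed as inactive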
# NR2E3 ag-2: agonists of human NR2E3 nuclear receptor | Q9Y5X4 | CHO-S Gal4-NCOR/VP16-NR2E3 two-hybrid, luciferase | inhibition of corepressor binding, % at 3.98 µM | 0.35% of 360,000 active | AID 602229;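 active = inhibition above the mean of all tested compounds plus 3 SD, cut at about 70% in these data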;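 also: 0% = DMSO with NR2E3 transfected cells and 100% = cells lacking NR2E3 construct; higher means lower luciferase signal from less NR2E3 corepressor binding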
# Numbers without * were called inactive; nt = not tested or not shown; & = joins results of further samples. An excerpt; rates above refer to the full screens.
# The first 14 compounds, ahead of the listing:
entry	SMILES	C8 TRAIL sens	TROY signal inh	Shn3 inh set2	HIF-2a block	KKLEB tox	MITF TRPM1 inh	Peg3 prom inh	CF NFkB inh	NR2E3 ag-2	TWEAK Fn14 block	NR2E3 ag-1
1	CCOc1ccccc1N1CC(C(=O)Nc2cc(Cl)ccc2-n2cncn2)CC1=O (stereo not given)	12	-9	-4	18	6	11	25	-3	-7	-1	-6
2	O=C(c1ccco1)N1CCCC(c2nc3c(nnn3Cc3cccc(Cl)c3)c(=O)[nH]2)C1 (stereo not given)	-10	6	-3	6	-12	5	25	1	-23	-15	4
3	S=C(N/N=C/c1ccc2ncccc2c1)Nc1ccccc1	2	31	20	48*	10	21	-27	-1	-53	38	4
4	Cc1cc(C)c(S(=O)(=O)N(C)CC(=O)NCc2ccncc2)c(C)c1	-6	-12	-8	19	-5	8	2	2	34	16	-2
5	S=C1NCN(C2CCCCC2)CN1CCc1ccccc1	-16	2	nt	2	-5	nt	6	4	-41	2	1
6	CC(C)C[C@H](N)C(=O)N1CCC(C(=O)N[C@H](C(=O)NC(C)c2ccccc2)C(C)C)CC1 (stereo not given in full)	11	3	-3	3	1	-5	2	-5	-13	-8	1
7	Fc1ccc2cnc(CCO[C@H]3CCCCO3)cc2c1	-7	9	-77	-71	7	-38	-123	-15	-125	67*	nt
8	Cc1ccc(NC(=O)Cc2nnc(SCC(=O)Nc3nncs3)n2C)cc1	1	-2	-14	4	-2	0	11	13	-14	20	0
9	Fc1cccc(Cc2c(-c3cccc(Cl)c3)nc3ccc(Cl)cn23)c1	-3	-31	-18	-191	-11	nt	-139	7	-12	-9	nt
10	CN(C)S(=O)(=O)c1ccc(C(=O)NCCSc2ccccc2)cc1	-1	-18	-6	-180	7	-39	-177	3	-102	-24	-3
11	CCOC1Cc2ccccc2N(C(N)=O)c2ccccc21 (stereo not given)	-21	-9	-11	-8	4	1	-5	19	-15	4	4
12	O=C(Nc1c2c(nn1-c1ccc(F)cc1)CS(=O)(=O)C2)c1ccc(Br)o1	3	1	-6	18	7	9	0	-16	-9	-6	3
13	COCCCNc1nc(N)c([N+](=O)[O-])c(NC2CCCCC2)n1	-8	4	8	-18	-3	-13	31	33	8	9	2
14	Clc1ccc(-n2ncc3c(NCc4cccs4)ncnc32)cc1	5	-84	-51	-224	-8	-37	-259	-2	-35	2	-1

# Main list, repeating the preview:
entry	SMILES	C8 TRAIL sens	TROY signal inh	Shn3 inh set2	HIF-2a block	KKLEB tox	MITF TRPM1 inh	Peg3 prom inh	CF NFkB inh	NR2E3 ag-2	TWEAK Fn14 block	NR2E3 ag-1
1	CCOc1ccccc1N1CC(C(=O)Nc2cc(Cl)ccc2-n2cncn2)CC1=O (stereo not given)	12	-9	-4	18	6	11	25	-3	-7	-1	-6
2	O=C(c1ccco1)N1CCCC(c2nc3c(nnn3Cc3cccc(Cl)c3)c(=O)[nH]2)C1 (stereo not given)	-10	6	-3	6	-12	5	25	1	-23	-15	4
3	S=C(N/N=C/c1ccc2ncccc2c1)Nc1ccccc1	2	31	20	48*	10	21	-27	-1	-53	38	4
4	Cc1cc(C)c(S(=O)(=O)N(C)CC(=O)NCc2ccncc2)c(C)c1	-6	-12	-8	19	-5	8	2	2	34	16	-2
5	S=C1NCN(C2CCCCC2)CN1CCc1ccccc1	-16	2	nt	2	-5	nt	6	4	-41	2	1
6	CC(C)C[C@H](N)C(=O)N1CCC(C(=O)N[C@H](C(=O)NC(C)c2ccccc2)C(C)C)CC1 (stereo not given in full)	11	3	-3	3	1	-5	2	-5	-13	-8	1
7	Fc1ccc2cnc(CCO[C@H]3CCCCO3)cc2c1	-7	9	-77	-71	7	-38	-123	-15	-125	67*	nt
8	Cc1ccc(NC(=O)Cc2nnc(SCC(=O)Nc3nncs3)n2C)cc1	1	-2	-14	4	-2	0	11	13	-14	20	0
9	Fc1cccc(Cc2c(-c3cccc(Cl)c3)nc3ccc(Cl)cn23)c1	-3	-31	-18	-191	-11	nt	-139	7	-12	-9	nt
10	CN(C)S(=O)(=O)c1ccc(C(=O)NCCSc2ccccc2)cc1	-1	-18	-6	-180	7	-39	-177	3	-102	-24	-3
11	CCOC1Cc2ccccc2N(C(N)=O)c2ccccc21 (stereo not given)	-21	-9	-11	-8	4	1	-5	19	-15	4	4
12	O=C(Nc1c2c(nn1-c1ccc(F)cc1)CS(=O)(=O)C2)c1ccc(Br)o1	3	1	-6	18	7	9	0	-16	-9	-6	3
13	COCCCNc1nc(N)c([N+](=O)[O-])c(NC2CCCCC2)n1	-8	4	8	-18	-3	-13	31	33	8	9	2
14	Clc1ccc(-n2ncc3c(NCc4cccs4)ncnc32)cc1	5	-84	-51	-224	-8	-37	-259	-2	-35	2	-1
15	CC12CCC(C[N+](C)(C)C1)C2(C)C (stereo not given)	3	18	6	6	-4	13	-2	-5	1	5	-2
16	CCCCCn1c(SCCC(C)C)nc2c1c(=O)[nH]c(=O)n2C	1	13	23	30	-16	-3	27	17	-17	-5	0
17	N#CCN=C(c1ccccc1)c1ccccc1	2	-3	1	6	6	-5	-6	-2	-10	-3	2
18	CCc1nnc(NC(=O)c2ccc(Cl)c(S(=O)(=O)N3CCc4ccccc43)c2)s1	18	61*	6	10	4	-11	9	14	13	-9	-2
19	CCOc1cc(C(=O)Nc2cccc(OCC(=O)N3CCOCC3)c2)cc(OCC)c1OCC	-8	0	0	12	-1	11	40	-7	-26	5	-1
20	CSCC[C@H](NC(=O)c1ccc2ccccc2c1)C(=O)N1CCC2(CC1)NCCc1[nH]cnc12	-8	1	19	3	12	8	9	-25	6	-4	-3
21	COCCN(C(=O)c1ccc(N2CCCC2=O)cc1)c1c(N)n(Cc2ccccc2)c(=O)[nH]c1=O	-10	8	0	2	-6	2	-28	21	8	11	-1
22	COc1cc2c(cc1OC)C1(CCCC1)C(N)=C2C#N	10	-6	3	25	-14	11	17	14	-11	10	-8
23	CCOC(=O)N1CCc2c(sc(NC(=O)Cc3ccccc3)c2C(=O)c2ccc(OC)cc2)C1	10	20	4	37	-23	6	23	17	-1	3	4
24	COC(=O)c1cccc(Nc2nc3ccccc3nc2C)c1	-1	6	2	-44	2	-11	-9	-10	-19	2	0
25	CCCN(c1ccc(OCC)cc1)c1ncnc2nc[nH]c12	2	21	14	-8	-5	-27	-13	18	-26	12	2

# (cont.)
entry	SMILES	C8 TRAIL sens	TROY signal inh	Shn3 inh set2	HIF-2a block	KKLEB tox	MITF TRPM1 inh	Peg3 prom inh	CF NFkB inh	NR2E3 ag-2	TWEAK Fn14 block	NR2E3 ag-1
26	O=C(N/N=C/c1cccc([N+](=O)[O-])c1)c1ccc(Br)cc1	12	-45	-21	-162	-10	-23	-85	-14	-3	-31	5
27	COc1cc(OC)c(S(=O)(=O)N2CCN(C(=O)c3ccco3)CC2)cc1NC(C)=O	-3	-2	5	14	6	14	21	-7	-10	-14	0
28	O=C(CSc1nnnn1C1CCCCC1)NCc1ccc2c(c1)OCO2	1	-14	6	7	6	4	13	-9	15	17	0
29	Cc1ccc2c(c1)C(=O)C(=O)N2Cc1ccc(Cl)cc1	-6	-7	-15	-5	-12	14	-24	54*	-17	-10	nt
30	CCOc1ccc(-c2onc(C(F)(F)F)c2-c2cscn2)c(O)c1	-20	16	26	-21	10	4	4	0	-38	-2	2
31	Cn1cccc1/C=C(/C#N)C(N)=S	2	2	-41	5	1	-6	1	2	-9	15	-5
32	COC(=O)c1ccccc1NC(=O)C12CCC(C)(C(=O)O1)C2(C)C (stereo not given)	-6	7	2	6	-9	-6	13	13	-13	11	-3
33	Cc1cc(C(=O)NC2CCCC2)on1	-10	4	11	6	-7	1	7	9	-27	-2	2
34	O=C(O)CCC(=O)NCCn1c(-c2ccccc2)csc1=Nc1ccccc1	14&15	-15&-27	24&-25	-10&-69	5&-15	1&8	-5&-10	-5&16	8&-11	1&9	4
35	CCCCn1nnnc1C(c1ccccc1)N1CCN(c2cccc(C(F)(F)F)n2)CC1 (stereo not given)	12	4	nt	6	nt	nt	nt	nt	-2	-3	nt
36	O/N=C\c1cccn1-c1ccc(Br)cc1	2	-11	6	-15	0	-2	-15	9	-20	-3	-6
37	CS(=O)(=O)N1CCC(C(=O)Nc2cccc(C(F)(F)F)c2)CC1	-1	7	-3	20	-1	3	13	1	-4	-9	1
38	COc1ccc(C(C)=O)cc1COc1cc(C)c(Cl)c(C)c1	-10	9	-2	12	10	1	16	-16	-11	2	2
39	O=C(N/N=C/c1ccncc1)c1ccccc1OCc1ccc(Br)cc1	-12	11	-3	-20	-19	-6	13	9	-15	9	-2
40	CC(C)(C)c1cc(C(=O)N/N=C/c2ccccc2O)n(-c2ccccc2)n1	49	9	91*	8	4	48	50*	-10	-22	-3	-1
41	O=S(=O)(N[C@H](CO)Cc1ccccc1)c1ccc(Br)cc1F	2	12	-8	4	8	-2	-7	0	-18	5	nt
42	Nc1nc(SCC(=O)Nc2ccc(Cl)cn2)n[nH]1	0	4	18	7	5	-3	5	13	-15	2	1
43	Cn1c(=O)cc2c3c(c(N4CCCCC4)ccc31)C(=O)c1ccccc1-2	17	-42	-15	-17	1	nt	30	-165	9	-10	-4
44	CCOC(=O)c1c(-c2ccccc2)nc2ccc(Cl)cn12	8	-20	7	-11	-2	-6	-33	-21	-26	19	1
45	CCCCN1C(C)=CC(=C2C(=O)c3ccccc3C2=O)C=C1C	66*	60*	15	-55	-23	9	-41	7	-133	53*	0
46	O=C(N/N=C/c1ccncc1)C12CC3CC(CC(C3)C1)C2	-6	13	5	16	-2	-1	7	-5	6	-14	-1
47	CCn1c(SCC(=O)NCCc2ccccc2)nnc1-c1cccs1	8	6	-2	6	-5	-5	8	-9	0	12	-3
48	COC(=O)c1cc(NC(=O)Nc2cccc(Cl)c2)ccc1Cl	1	37	1	-294	-30	-30	-71	50*	-13	78*	1
49	CCCC(=O)NC(c1ccc(Cl)cc1Cl)c1ccc2cccnc2c1O (stereo not given)	4	34	92*	12	-7	66*	59*	-9	-24	12	3
50	C[C@@H]1CN([C@@H](C)CO)C(=O)CCCn2nncc2CO[C@H]1CN(C)S(C)(=O)=O	-8	8	-40	8	5	nt	-5	-20	12	-4	nt

# (cont.)
entry	SMILES	C8 TRAIL sens	TROY signal inh	Shn3 inh set2	HIF-2a block	KKLEB tox	MITF TRPM1 inh	Peg3 prom inh	CF NFkB inh	NR2E3 ag-2	TWEAK Fn14 block	NR2E3 ag-1
51	N#Cc1ccc(OCCOCCNC2CCCC2)cc1	1	8	1	15	-16	7	-6	7	1	-11	-3
52	CCc1ccccc1NC(=O)/C(C#N)=C\c1ccc(Sc2ccccc2)o1	-4	-9	6	-87	-1	-9	-11	12	-4	3	0
53	O=C(Cc1ccc(F)cc1)N1CCN(c2ccc([N+](=O)[O-])cc2)CC1	0	10	33	-3	-15	-1	13	-14	45	3	nt
54	CCCCN(C)C(=O)CC(NS(=O)(=O)c1ccc(NC(C)=O)cc1)C(C)C (stereo not given)	1	-21	-8	15	9	-8	-3	1	-37	-1	0
